From PubChem
inhibitors of VEEV: inhibitors of VEEV TC-83 cytopathic effect, confirmation, Vero cells (AID 588727) | Vero cells, VEEV TC-83 cytopathic effect inhibition; higher % means a stronger effect | inhibition, % at 20 µM, or IC50 in µM where a hit was titrated | 350,000 tested, 0.13% active; in the data active means a potency from the dose series; inconclusive means inhibition mostly from about 14% at the one dose, without a potency; inactive means the rest, 99 in 100 with inhibition below about 12%; further: strong numbers were not always called active
tuberculosis growth: growth inhibition of non-replicating M. tuberculosis (AID 488890); Mycobacterium tuberculosis non-replicating, growth inhibition; higher % means a stronger effect; inhibition, % at 25 µM, or IC50 in µM where a hit was titrated; 320,000 tested, 0.39% active; in the data active means a potency from the dose series; inconclusive means inhibition mostly from about 82% at the one dose, without a potency; inactive means the rest, 99 in 100 with inhibition below about 76%;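 further: plate controls were DMSO cells for no effect and high antibiotic wells for full effect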
M. tuberculosis HTS: M. tuberculosis growth inhibition, HTS (AID 449762); M. tuberculosis H37Rv growth inhibition, 7H9 media; higher % means a stronger effect; inhibition, % at 25 µM; hits with a dose series show IC50 in µM; 330,000 tested, 0.59% active; in the data active means a potency from the dose series; inconclusive means inhibition above about 70% without an active follow-up result;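 further: bacterial growth assessed after seven days of incubation; strong numbers were not always called active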
influenza NS1A: H1N1 influenza NS1A inhibitors, functional cell based assay (AID 504329). inhibition, % at 12.5 µM; hits with a dose series show IC50 in µM. 340,000 tested, 0.3% active. NS1A functional cell-based assay, percent inhibition; higher % means a stronger effect; in the data active means a potency from the dose series; inconclusive means inhibition above about 27% without an active follow-up result; further: strong numbers were not always called active
Salmonella PhoP GFP: PhoP regulon inhibitors, Salmonella typhi PhoP promoter GFP reporter, confirmatory (AID 1850); inhibition, % at 50 µM, or IC50 in µM where a hit was titrated; 310,000 tested, 0.33% active; Salmonella Typhi PhoP-promoter GFP reporter, fluorescence, 4 h; higher % means a stronger effect; in the data active means a potency from the dose series; inconclusive means inhibition mostly from about 25% at the one dose, without a potency; inactive means the rest, 99 in 100 with inhibition below about 19%;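 further: 0% = induced wells with vehicle and 100% = uninduced wells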
inhibitors of VEEV 10K pilot screen: also measured in inhibitors of VEEV; calls as there; inhibition, %; measured here: 10K pilot screen inhibition
The depositor's hits bear a star; i = inactive; ? = inconclusive; . = no result given.

SMILES | inhibitors of VEEV | tuberculosis growth | M. tuberculosis HTS | influenza NS1A | Salmonella PhoP GFP | others
Cc1onc(-c2ccccc2)c1C(=O)N/N=C/c1cccc(O)c1 | 2.7% | -6% | 5% | -1% | -9%
CC(=O)c1ccc(OCc2cc(C(=O)N3CCCCC3c3cccnc3)no2)cc1 (configuration not stated) | 1.5% | 18% | -3% | -10% | -5%
COc1ccc(C(CNC(=O)Cc2c(F)cccc2Cl)N2CCCCC2)cc1 (configuration not stated) | i | 41% | -1% | 0% | 2%
Cc1ccc(NC(=O)C(C)N2CCCC2)cc1Cl (configuration not stated) | i | -9% | 2% | 2% | -6%
COc1ccc(Nc2nc3nonc3nc2N2CCCCC2)cc1 | 12% | 14% | -3% | -15% | 1%
O=C(c1cc[n+]([O-])cc1)N1CCCC(N2CCN(c3cccc(C(F)(F)F)c3)CC2)C1 (configuration not stated) | 1.2% | -14% | 2% | -9% | 4%
O=c1[nH]c2ccsc2c(=O)n1-c1ccc(F)cc1 | i | -4% | -4% | -3% | 9%
Cc1csc(NC(=O)Cc2c(F)cccc2Cl)n1 | 1.7% | 6% | 6% | -4% | -2%
COc1ccc(CCNC(=O)c2cc(-c3cc(C)ccc3O)n[nH]2)cc1OC | 11% | 0% | 0% | -5% | -14%
O=C1c2ccccc2C(Nc2ccc(S(=O)(=O)N3CCOCC3)cc2)N1Cc1ccco1 (configuration not stated) | 0.3% | 29% | -2% | 1% | 0%
COc1cc(C)ccc1OCC(=O)OCC(=O)c1cc(C)n(CC2CCCO2)c1C (configuration not stated) | 4.1% | 66% | 23% | -2% | .
CC1CN(C(=O)COC(=O)[C@@H]2CC(O)CN2S(=O)(=O)c2ccc3c(c2)OCCO3)CC(C)O1 (some centres not stated) | 0.2% | -5% | -3% | -8% | 1%
COc1ccc(C(=O)NNC(=S)NC(=O)C(C)(C)C)cc1 | 2.9% | ? | ? | 3% | -14%
O=C(c1cc2ccccc2oc1=O)N1CCN(C(=O)C2CCCO2)CC1 (configuration not stated) | 2.1% | 4% | -8% | -5% | 4%
COc1ccc(OC)c(NC(=O)NNS(=O)(=O)c2ccc(C)cc2C)c1 | 1.0% | 12% | 1% | -9% | -2%
CCC(=O)c1ccc(OC)c(OC)c1 | 2.9% | -4% | -6% | 10% | -8%
CN(CC(=O)Nc1cccc(F)c1)C(=O)c1cc(S(=O)(=O)N2CCCCC2)ccc1N1CCOCC1 | i | -7% | -4% | -7% | 4%
Cc1ccc(C(=O)NCC(=O)OC(C)C(=O)Nc2ccccc2[N+](=O)[O-])s1 (configuration not stated) | 1.6% | 0% | 8% | -9% | .
O=C(CCn1c(=O)sc2ccccc21)Nc1nc2ccccc2s1 | 6.3% | . | -4% | 0% | -5%
O=C(NC(c1ccccc1)c1ccccc1)C1CCCO1 (configuration not stated) | i | 9% | 3% | -11% | 16%
CCC(=O)Oc1c(S(=O)(=O)c2ccc(C)cc2)c(C)nn1C(C)(C)C | 0.6% | 25% | 11% | 2% | 13%
COc1ccc(CNC(=O)C(Cc2ccccc2)n2cccc2)cc1 (configuration not stated) | 2.0% | 18% | -4% | 6% | 9%
CC(=O)CC(=O)NC1C2CC3CC(C2)CC1C3 (configuration not stated) | 0.4% | -6% | 2% | 4% | 1%
Cc1cc(C(=O)COc2ccc(Br)cc2F)c(C)n1C1CC1 | 3.5% | 54% | 5% | -4% | .
COc1cc(O)c(C(CC(=O)N2CCCC2)c2ccc(N(C)C)cc2)c(OC)c1 (configuration not stated) | 0.4% | -2% | 1% | 1% | -10%

Next results
SMILES | inhibitors of VEEV | tuberculosis growth | M. tuberculosis HTS | influenza NS1A | Salmonella PhoP GFP | others
CCCCN1C(C(=O)Nc2cc(C)on2)=C(O)c2ccccc2S1(=O)=O | 1.2% | 29% | -5% | -18% | 4%
Nc1ncnc2c1nc(SCCO)n2Cc1ccccc1 | 1.4% | 1% | 2% | 12% | 2%
c1ccc(CNc2ncnc3sccc23)cc1 | 0.2% | 18% | -4% | -7% | 6%
CC(C)(C)NC(=O)CN(CCN1CCOCC1)C(=O)CNS(=O)(=O)c1ccccc1 | 1.5% | 5% | 5% | -14% | 2%
COc1cc(/C=N/Nc2ccccc2)ccc1OC(=O)c1cccs1 | . | ? | 1% | . | -8%
COc1cc2c(cc1OC)C(C(=O)N(C)C1CCCCC1)C1CCCCN1C2=O (configuration not stated) | 0.2% | 7% | -5% | -6% | 1%
Cc1ccc(S(=O)(=O)C2(C(=O)N(C)C3CCCCC3)CC2)cc1 | i | 1% | -8% | -10% | -8%
Cc1ccc2nc(SCC(=O)N3CCN(c4ccccc4)CC3)[nH]c2c1 | 0.8% | 16% | 3% | 2% | 3%
CC1(C)C(=O)OC(/C=C/c2cccc([N+](=O)[O-])c2)C(C)(C)C1=O (configuration not stated) | 3.8% | 7% | 8% | -4% | -4%
O=C(Nc1ccccc1N1CCCCC1)c1ccc(-c2cccc(Cl)c2)o1 | i | 15% | 59% | 0% | -3%
COc1cc(CN2CCNC(=O)C2CC(=O)NCCc2ncccc2C)cc(OC)c1 (configuration not stated) | 0.8% | 8% | 2% | -4% | 1%
Cc1cc(C)c(S(=O)(=O)NCc2cccnc2)c(C)c1 | 0.4% | 0% | 1% | -3% | -2%
Cc1onc(-c2ccccc2Cl)c1C(=O)NNC(=O)c1ccccc1F | 1.1% | 4% | -2% | -6% | 6%
Cc1ccc(-c2csc3ncn(CC(=O)O)c(=O)c23)cc1C | i | 6% | -1% | -6% | -1%
COc1ccc(C(=O)NC(=S)N(CCC(C)C)c2c(N)n(Cc3ccccc3)c(=O)[nH]c2=O)cc1 | 1.4% | 5% | -1% | 1% | 10%
O=S(=O)(Nc1ccc(Br)cn1)c1cccs1 | 1.1% | 18% | 4% | -7% | -7%
Oc1ccc(-c2nc3ccccc3s2)cc1 | 4.5% | 24% | 52% | -7% | -1%
O=C(Nc1ncn[nH]1)c1c(Cl)ccc(Cl)c1Cl | i | -15% | -1% | 1% | 7%
Cc1cccc(NC(=S)Nc2cccc(C(F)(F)F)c2)n1 | i | 18% | 0% | -7% | -13% | inhibitors of VEEV 10K pilot screen=2.6
C=C1[C@@H](CCO)N(S(=O)(=O)C(C)(C)C)C[C@@H]1C | 0.4% | . | . | -14% | .
O=C(CSCc1ccc(Cl)cc1Cl)Nc1c[nH]c(=O)[nH]c1=O | 1.1% | -14% | 3% | -9% | -8%
COc1ccc(-c2nn(-c3ccccc3)cc2C=O)cc1[N+](=O)[O-] | 6.9% | 5% | 10% | 0% | 0%
Cc1ccc(-c2cc([C@H]3[C@@H]4C=CCC[C@@]4(C)C(=O)N3Cc3ccccc3)ccc2F)cc1 | i | 31% | 2% | 3% | -5%
COc1ccc(-c2nnc(-c3ccc4ccccc4c3)o2)cc1 | 3.8% | . | . | -15% | .
COc1cc2[nH]c(=O)n(Cc3ccc(C(=O)NCCCN4CCC(C)CC4)cc3)c(=O)c2cc1OC | 7.3% | -11% | -3% | 4% | -5%

Other records:
SMILES | inhibitors of VEEV | tuberculosis growth | M. tuberculosis HTS | influenza NS1A | Salmonella PhoP GFP | others
Cn1c(=O)c2c(nc(NCc3ccco3)n2C)n(C)c1=O | 1.6% | 3% | 0% | 2% | -1%
Cn1c(SCC(=O)c2ccc(-c3ccccc3)cc2)nnc1-c1ccco1 | i | 37% | -5% | -19% | -9%
CC(C)NC(=O)NC(=O)COC(=O)C1CCCN1C(=O)c1cccs1 (configuration not stated) | 0.2% | -2% | -1% | 11% | 5%
CCCSc1n[nH]c(NC(C)=O)n1 | 0.7% | . | -11% | 1% | .
O=C(c1cc(F)ccc1F)C1CCCN(Cc2cccc(Cl)c2)C1 (configuration not stated) | i | 52% | -1% | 3% | -7%
CCOCC(=O)N1CCN(Cc2ccc3c(c2)OCO3)CC1 | i | 19% | -2% | -4% | -4%
COC(=O)CCCN1C(=O)c2cccc3cccc(c23)C1=O | 1.2% | 26% | 44% | -5% | -6%
CCOc1ccc(NC(=O)c2c(NC(=O)CN3CCN(C)CC3)sc3c2CCC3)cc1 | 31% | 53% | ? | -4% | 0%
C[C@H]1CN([C@@H](C)CO)C(=O)c2cccc(NC(=O)C3CC3)c2O[C@H]1CN(C)S(=O)(=O)c1ccccc1 | 0.1% | 5% | -3% | -6% | . | inhibitors of VEEV 10K pilot screen=0.0
CCN(C(=O)COC(=O)c1nccnc1N)c1cccc2ccccc12 | 0.9% | 16% | 2% | -3% | .
O=C(NCCNCCO)c1c(O)c2cccc3c2n(c1=O)CCC3 | 1.5% | 17% | 5% | 6% | -20%
COc1ccc(-c2cn(CCO)c(CCN)n2)cc1 | i | -15% | 6% | -4% | -6% | inhibitors of VEEV 10K pilot screen=0.4
COC(=O)c1cccc(NC(=O)c2cc(OC)c(OC)c(OC)c2Br)c1 | 12% | 17% | 1% | 3% | -13%
C=CCN1C(=O)S/C(=C\c2ccc3c(c2)n(C)c(=O)n3C)C1=O | 1.1% | 4% | 1% | 1% | -5%
COc1ccc(/C=N/NC(=O)c2ccc(Cl)cc2Cl)cc1COC(C)=O | 1.3% | 32% | 4% | -8% | 0%
COc1cc(CNc2cc(C)ccc2C)cc(OC)c1OC | 0.2% | 28% | -4% | 4% | -13%
Cc1ccc2[nH]c(C)c(/C=C/c3cc[n+](C)cc3)c2c1 | 4.0% | 78% | ? | 7% | i
O=C(COC(=O)CN1C(=O)c2ccccc2C1=O)Nc1cccc(F)c1 | i | 10% | -1% | -9% | .
Cc1nc2nc(SCc3ccccc3)[nH]n2c(=O)c1C | 1.3% | 12% | -1% | -25% | 14%
CC(C)C(=O)Nc1cccc(C(=O)Nc2cc([N+](=O)[O-])ccc2F)c1 | 1.7% | -6% | 5% | -9% | -3%
OC(CNCc1ccccc1F)(c1ccc(F)cc1)c1ccc(F)cc1 | i | 5% | 23% | -4% | -7%
Cc1ccsc1/C=N/Nc1ccc(F)cc1F | i | 36% | 95% | -1% | 4%
COc1ccccc1NS(=O)(=O)c1cc(C(=O)N2CCCCCC2)ccc1C | 6.5% | 12% | 4% | 4% | .
O=C(CCN1CCN(c2ccc(Cl)cc2)CC1)Nc1nccs1 | i | ? | -5% | 11% | 2%
